Compound activity: PubChem, several laboratories
PLAP inhibition: PLAP enzyme inhibitors, biochemical, luminescence, HTS (AID 690). purified PLAP, luminescent substrate; higher % means a stronger effect. inhibition, % at 20 µM; hits with a dose series show IC50 in µM. hit rate 0.08% among 96,000; in the data active = a potency from the dose series; inactive = the rest, 99 in 100 with inhibition below about 30%; also: strong numbers were not always called active
IL1B NFkB pot: enhancers of NFkB p65 translocation in HUVEC – imaging, IL-1B stimulus, high-content imaging, primary screen | HUVEC IL-1B NFkB p65 nuclear translocation imaging | activation, % at 2 µM | hit rate 0.3% among 94,000;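 active = activation above 40%, about the mean plus 3 SD, also judged a hit on visual image review; inconclusive = activation above 40% but not a hit on visual review; inactive = activation not above 40% and no visual hit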;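 also: percent activation is computed from the nuclear over cytoplasmic p65 intensity ratio; values of inactives mirror those of a sister screen read the other way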
MRP resist rev: reversal of MRP1-mediated doxorubicin resistance, primary screen, H69AR cells, doxorubicin co-treatment; AID 602, 2007; differential viability (reversal), % at 10 µM; H69AR cells + 2 uM doxorubicin, CellTiter-Glo, 72 h; hit rate 0.04% among 85,000;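 active = viability drop by adding the cancer drug above about 55%, with treated viability meeting a 40% cutoff, limit read from the data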;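 also: viability without doxorubicin minus viability with 2 µM doxorubicin for each compound; larger differential means the compound sensitizes cells more to doxorubicin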
IL1B NFkB inh: inhibitors of IL-1B driven NFkB p65 nuclear import, primary screen, imaging, HUVEC, IL-1B stimulus, high-content imaging; HUVEC IL-1B NFkB p65 nuclear translocation imaging; AID 796, 2007; hit rate 0.43% among 94,000; inhibition, % at 2 µM;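 active = inhibition above about 30% together with a positive call from visual inspection of the well image, limit read from the data; inconclusive = inhibition above a set limit but visual check negative; inactive = inhibition not above a set limit, visual check negative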;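 also: nuclear over cytoplasmic p65 intensity ratio measured by imaging; 0% = IL-1B stimulated DMSO wells and 100% = unstimulated DMSO wells; values of inactives mirror those of a sister screen read the other way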
Bcl-B displacement: displacers of TR3 peptide from Bcl-B, primary screen, selectivity assay for Bfl-1 inhibitor project, biochemical, fluorescence polarization; AID 748, 2007; displacement, % at 20 µM, or IC50 in µM where a hit was titrated; FP displacement of FITC-TR3 peptide from Bcl-B; higher % means a stronger effect; Bcl-2-like protein 10 (Homo sapiens); hit rate 0.11% among 96,000;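 active = displacement above 50% at 20 µM plus a fluorescence interference ratio under 1.5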;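 also: plate controls were wells without compound for no effect and wells lacking Bcl-B protein for full effect; a part of the inactive calls stands beside numbers as strong as those of hits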
MRP resist rev cytotoxicity: further read-out of MRP resist rev, marked with its call; viability, %; H69AR cells, CellTiter-Glo, 72 h; measured here: cytotoxicity without doxorubicin
MRP resist rev with doxorubicin: also measured in MRP resist rev; calls as there; viability, %; measured here: viability with 2 uM doxorubicin; hits give low values
IL1B NFkB inh cell count 2 µM: further read-out of IL1B NFkB inh, marked with its call; cell count; measured here: cells passing quality filter;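 raw number of nuclei counted in each imaged well without normalization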
IL1B NFkB pot cell count 2 µM: also measured in IL1B NFkB pot; calls as there; cell count; measured here: cells passing quality filter
An asterisk follows results filed as active; ? = inconclusive; nt = not tested or not shown. A portion of the library. The share of hits here may be higher or lower than overall.

SMILES | PLAP inhibition | IL1B NFkB pot | IL1B NFkB pot cell count 2 µM | MRP resist rev | MRP resist rev cytotoxicity | MRP resist rev with doxorubicin | IL1B NFkB inh | IL1B NFkB inh cell count 2 µM | Bcl-B displacement
O=C(OCC(=O)N1CCN(C(=O)c2ccco2)CC1)c1ccccc1OCc1ccccc1 | -55% | 7 | 148 | -12 | 72 | 84 | -7 | 148 | 2%
O=C(Nc1ccncc1)C1CCCN(S(=O)(=O)c2cccc3cccnc23)C1 (stereo not given) | -4% | 7 | 73 | -45 | 24 | 69 | -7 | 73 | -4%
Cc1cc(NC(=O)CCC(=O)N(c2cccnc2)C(C(=O)NC2CCCC2)c2ccccc2F)no1 (stereo not given) | nt | 35 | 140 | 5 | 97 | 92 | -35 | 140 | nt
COc1ccc(-c2cc3ccccc3oc2=O)cc1NC(=O)c1ccc([N+](=O)[O-])o1 | 0% | -21 | 140 | nt | nt | nt | 23 | 150 | -14%
O=C(OCn1nnc2ccccc2c1=O)c1ccc(S(=O)(=O)N2CCOCC2)cc1 | 1% | 1 | 72 | -12 | 96 | 108 | -1 | 72 | 14%
CCC(c1nnnn1CCC(C)C)N1CCC(C(N)=O)CC1 (stereo not given) | 2% | 22 | 169 | 6 | 96 | 90 | -22 | 169 | -15%
CCOC(=O)COc1c(OC)cc(Cl)cc1C1NC(=O)NC(C)=C1C(C)=O (stereo not given) | -22% | -3 | 122 | 22 | 98 | 75 | 3 | 122 | -8%
COc1cccc(C(c2sc3nc(C)nn3c2O)N2CCN(C(=O)c3ccco3)CC2)c1 (stereo not given) | -29% | nt | nt | -7 | 97 | 104 | nt | nt | -4%
CCCc1cc(NCCCCO)n2c(nc3ccccc32)c1C#N | -6% | -14 | 92 | -4 | 57 | 61 | 14 | 92 | 13%
COCCCNC(=O)c1cc2c(-c3ccc(Cl)cc3)nn(C)c2s1 | 27% | 35 | 185 | 8 | 74 | 66 | -35 | 185 | -4%

An excerpt from above, limited to IL1B NFkB pot and PLAP inhibition:
smiles | IL1B NFkB pot | PLAP inhibition
Cc1cc(NC(=O)CCC(=O)N(c2cccnc2)C(C(=O)NC2CCCC2)c2ccccc2F)no1 (stereo not given) | 35 | nt
COc1ccc(-c2cc3ccccc3oc2=O)cc1NC(=O)c1ccc([N+](=O)[O-])o1 | -21 | 0%
O=C(OCn1nnc2ccccc2c1=O)c1ccc(S(=O)(=O)N2CCOCC2)cc1 | 1 | 1%

The results go on.
SMILES | PLAP inhibition | IL1B NFkB pot | IL1B NFkB pot cell count 2 µM | MRP resist rev | MRP resist rev cytotoxicity | MRP resist rev with doxorubicin | IL1B NFkB inh | IL1B NFkB inh cell count 2 µM | Bcl-B displacement
CCOC(=O)C1CCCN(Cc2cc(Br)c(OC)cc2OC)C1 (stereo not given) | -55% | -98 | 16 | -3 | 82 | 85 | 98* | 16* | -11%
COc1ccc(-c2[nH]nc(-c3ccccc3)c2-c2nc3ccccc3[nH]2)cc1 | -78% | -2 | 141 | 10 | 87 | 77 | 2 | 141 | 6%
COc1ccc([N+](=O)[O-])cc1NC1C2CC3CC(C2)CC1C3 (stereo not given) | -2% | 2 | 95 | nt | nt | nt | -2 | 95 | 0%
CC(C)(C)c1nc2ccccc2c2nnc(SCC(=O)NCc3ccco3)n12 | -65% | 6 | 81 | 0 | 88 | 88 | -6 | 81 | -4%
CCN(CC)CCCNC(=O)c1cc(-c2ccc(O)cc2)on1 | 5% | -12 | 51 | 0 | 91 | 91 | 12 | 51 | -4%
CC(C)NC(=O)CCCc1ccccc1 | 11% | -18 | 173 | 10 | 88 | 78 | 18 | 173 | -1%
O=C1c2ccccc2C(=O)N1CC1=CCS(=O)(=O)C1 | 4% | 14 | 206 | 20 | 99 | 79 | -14 | 206 | 10%
CCNC(=O)c1c(O)c2cccc3c2n(c1=O)CC3 | -18% | 8 | 108 | -27 | 43 | 70 | -8 | 108 | -7%
Cc1cc(C)n(-c2cc(N3CCOCC3)nc(-c3ccccc3)n2)n1 | 0% | 23 | 138 | 0 | 47 | 46 | -23 | 138 | -5%
COc1cccc(S(=O)(=O)Nc2ccc3sc(C)nc3c2)c1 | -35% | 12 | 68 | -2 | 94 | 96 | -12 | 68 | -8%
CC(=O)Nc1cccc(C(=O)N2CCN(Cc3ccccc3)CC2)c1 | 4% | 8 | 202 | 4 | 98 | 93 | -8 | 202 | 3%
CC(C)OC(=O)CCC(=O)Nc1nc2ccccc2s1 | 0% | 5 | 90 | -2 | 100 | 102 | -5 | 90 | 3%
COc1ccccc1NC(=O)c1nnn(CC(=O)Nc2ccccc2)c1N | nt | 16 | 162 | -23 | 68 | 91 | -16 | 162 | nt
O=C(NCc1ccco1)c1c(O)c2cccc3c2n(c1=O)CCC3 | 17% | nt | nt | -23 | 84 | 107 | nt | nt | -4%
CCCCc1cc(O)c(CCCC)c(O)c1 | -4% | 1 | 104 | 22 | 105 | 83 | -1 | 104 | -1%
O=C(Nc1ccc2c(c1)OCO2)N1CCN(c2ncccn2)CC1 | 8% | 17 | 143 | 14 | 97 | 83 | -17 | 143 | -7%
CN(C)c1ccc(C(=O)OCC(=O)NCC2CCCO2)cc1 (stereo not given) | -3% | 3 | 164 | nt | nt | nt | -3 | 164 | 0%
Nc1[nH]n2c(=O)c3c(nc2c1N=Nc1ccc(Cl)cc1)CCCC3 | -9% | -1 | 131 | nt | nt | nt | 1 | 131 | 8%
O=CN1CCC(=O)N(Cc2ccccc2)c2ccccc21 | 17% | nt | nt | 7 | 103 | 95 | nt | nt | -8%
CC(C)c1ccc(NC(=O)COc2nnc(-c3cccs3)c(-c3cccs3)n2)cc1 | -8% | 0 | 189 | nt | nt | nt | 0 | 189 | -97%
COC(=O)C1=C(C)n2cnnc2NC1c1ccc(Cl)cc1 (stereo not given) | 6% | nt | nt | 9 | 91 | 82 | nt | nt | 8%
CCOc1ccccc1NC(=O)CCC(=O)Nc1ccccc1OCC | -8% | 6 | 51 | 17 | 93 | 76 | -6 | 51 | 0%
CCCC(C)(C)NC(=O)CCCCC(=O)NC(C)(C)CCC | -14% | 9 | 85 | 4 | 104 | 100 | -9 | 85 | -12%
O=C(c1sc2ccccc2c1Cl)N1CCN(c2ccc(F)cc2)CC1 | 4% | -9 | 134 | nt | nt | nt | 9 | 134 | 0%
O=C(NCc1cccs1)c1cnc2sccn2c1=O | 4% | nt | nt | -4 | 89 | 93 | nt | nt | 0%
CCOC(=O)CSc1nnc(-c2ccc(Cl)cc2Cl)o1 | 11% | 7 | 174 | -1 | 88 | 88 | -7 | 174 | -1%
Cc1ccccc1C(=O)N/C(=C/c1ccc(-c2cccnc2Cl)o1)C(=O)NCCCN1CCN(C)CC1 | -35% | 10 | 133 | -4 | 90 | 94 | -10 | 133 | 5%
CCC(=O)Nc1nc(C)nc(C)c1C(C)=O | -15% | -2 | 121 | -1 | 90 | 91 | 2 | 121 | 19%
COc1cc(OC)c(C(=O)Nc2ncn[nH]2)cc1OC | nt | 4 | 158 | 7 | 101 | 93 | -4 | 158 | nt
Cc1ccc(-c2nnc(-c3ccncc3)n2-c2ccc(C)cc2)cc1 | 1% | 0 | 122 | nt | nt | nt | 0 | 122 | 10%
O=C(c1ccc2c(=O)n(CC3CCCO3)c(=S)[nH]c2c1)N1CCN(c2ccccc2)CC1 (stereo not given) | -21% | -5 | 176 | -9 | 70 | 79 | 5 | 176 | 0%
O=C1/C(=C\c2cccnc2)CCc2ccccc21 | 4% | nt | nt | nt | nt | nt | nt | nt | -2%
CC(C)NC(=O)c1ccc(C2SCC(=O)N2Cc2ccccc2)cc1 (stereo not given) | nt | 10 | 126 | 1 | 96 | 95 | -10 | 126 | nt
O=C(Cn1nnc2ccccc2c1=O)Nc1ccc2c(c1)CCC2 | 1% | 6 | 184 | -1 | 82 | 84 | -6 | 184 | 8%
CCN(CC)CC(=O)NC12CC3CC(CC(C3)C1)C2 | 13% | 3 | 173 | -25 | 84 | 109 | -3 | 173 | 13%
O=C1CC(c2ccco2)CC(O)=C1C=NCC1NCCc2ccccc21 (stereo not given) | nt | 16 | 120 | 10 | 96 | 86 | -16 | 120 | nt
Cc1cc(C)c2oc(-c3ccc(C)c(NC(=S)NC(=O)/C=C/c4ccco4)c3)nc2c1 | -40% | -1 | 142 | nt | nt | nt | 1 | 142 | -4%
Cc1c(C(=O)N2CCN(C)CC2)oc2c1C(=O)CC(C)(C)C2 | -33% | -6 | 118 | 17 | 94 | 77 | 6 | 118 | -2%
Cc1ccc(Cl)c(NC(=S)N(CCCN2CCOCC2)Cc2ccco2)c1 | -27% | 12 | 158 | nt | nt | nt | -12 | 158 | 0%
CC1CCN(Cc2c(C#N)c3ccccc3n2C)CC1 | 10% | nt | nt | -10 | 93 | 103 | nt | nt | -10%
Cc1cccc(OC(C)c2ccnc3nc(/N=C/N(C)C)nn23)c1 (stereo not given) | -5% | 3 | 128 | nt | nt | nt | -3 | 128 | 1%
O=C(O)c1n[nH]c2c1CCCCC2 | -9% | 4 | 108 | 2 | 113 | 112 | -4 | 108 | -1%
O=C(OCC1CC(c2ccccc2)=NO1)c1ccc(Cl)cc1 (stereo not given) | 0% | 50* | 91* | nt | nt | nt | -50 | 91 | -3%
CCOC(=O)N1CCC(N2C(=O)c3ccc(C(=O)O)cc3C2=O)CC1 | 7% | 30 | 193 | 5 | 95 | 90 | -30 | 193 | -10%
COc1ccc(N2CCN(Cc3cc(=O)oc4cc5c(cc34)CCCC5)CC2)cc1 | -21% | -4 | 96 | 5 | 97 | 92 | 4 | 96 | -6%
C=CCNc1nc(NCc2ccco2)nc(OCC)n1 | -12% | 10 | 123 | 8 | 91 | 84 | -10 | 123 | 1%
COc1cccc(CNC(=O)c2cc3oc4ccccc4c3n2C)c1OC | -4% | 4 | 212 | -10 | 74 | 84 | -4 | 212 | -5%
CC(C)Oc1ccc(Oc2ccc(C(F)(F)F)cn2)cc1 | 8% | -30 | 164 | 4 | 99 | 95 | 30 | 164 | 3%
CCOC(=O)c1c(NC(=O)c2cccs2)sc2c1CC(C)(C)OC2 | -16% | nt | nt | -1 | 72 | 73 | nt | nt | -12%
O=C(OCn1nnc2ccccc2c1=O)c1cn(-c2ccccc2)nc1-c1cccnc1 | 21% | 98* | 185* | -9 | 66 | 75 | -98 | 185 | -4%
Next section
SMILES | PLAP inhibition | IL1B NFkB pot | IL1B NFkB pot cell count 2 µM | MRP resist rev | MRP resist rev cytotoxicity | MRP resist rev with doxorubicin | IL1B NFkB inh | IL1B NFkB inh cell count 2 µM | Bcl-B displacement
CCOC(=O)C1CCCN(C(=O)Cc2ccc(OC)c(OC)c2)C1 (stereo not given) | -48% | 11 | 139 | -1 | 97 | 98 | -11 | 139 | -7%
Cc1ccc(NC(C(N)=O)c2c(C)[nH]c(=O)[nH]c2=O)cc1 (stereo not given) | 3% | 3 | 113 | -6 | 96 | 103 | -4 | 113 | -9%
Cc1ccc(C)c(NC(=O)c2cc3ccccn3n2)c1 | 14% | 7 | 55 | 1 | 100 | 99 | -7 | 55 | -3%
CCCCCCOC(=O)C(C#N)c1nc2ccccc2nc1N1CCOCC1 (stereo not given) | -17% | ? | nt | -7 | 82 | 89 | -67 | 155 | -12%
COc1ccc(O)c(C(=O)c2cnc3onc(C(C)C)c3c2)c1 | 4% | -10 | 116 | 12 | 92 | 81 | 10 | 116 | 9%
CC1CCN(C(=O)CC2C(=O)Nc3c2c(=O)n(C)c(=O)n3Cc2ccccc2)CC1 (stereo not given) | -24% | 10 | 174 | 17 | 97 | 80 | -10 | 174 | -2%
COc1ccc(C(=O)NC(=S)NCc2ccccc2)cc1 | 16% | 15 | 61 | nt | nt | nt | -15 | 61 | -3%
C=CCn1c(N)c(C(=O)N2CCOCC2)sc1=S | 0% | 4 | 142 | 13 | 89 | 75 | -4 | 142 | 8%
